NPSR antag: antagonists of human neuropeptide S receptor cAMP signaling; AID 1461; CHO-NPSR cells, cAMP TR-FRET, antagonist mode; 220,000 compounds, 1% hits; Potency, µM (highest dose often 38.3 µM), without a hit: top-dose activity change, negative = inhibition, hits mostly inhibitors; Q6W5P4; also: potency is read from the fitted curve at half-maximal effect; % is scaled to controls: 0 for no effect and ±100 for the full control effect; nearly all actives have a fitted effect of over 50% in size; many of its hits are not listed in these tables
Target sequence (Q6W5P4 whole entry, looked up): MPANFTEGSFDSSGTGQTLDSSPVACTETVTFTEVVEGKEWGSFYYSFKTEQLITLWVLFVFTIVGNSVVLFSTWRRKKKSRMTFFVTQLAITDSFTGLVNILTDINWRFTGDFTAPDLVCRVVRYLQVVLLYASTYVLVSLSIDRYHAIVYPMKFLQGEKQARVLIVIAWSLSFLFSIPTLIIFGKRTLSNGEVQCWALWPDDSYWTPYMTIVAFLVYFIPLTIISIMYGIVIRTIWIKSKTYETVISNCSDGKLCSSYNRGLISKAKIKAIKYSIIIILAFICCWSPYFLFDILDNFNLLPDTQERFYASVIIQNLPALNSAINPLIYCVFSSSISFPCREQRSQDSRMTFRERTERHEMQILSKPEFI
IMPase Li inh: cell-permeable IMPase inhibitors with lithium potentiation; CHO-M1 cells, IP1 TR-FRET (IP-One), carbachol + lithium; Potency, µM (doses to about 59.4 µM), inactives show at the top dose activity, negative = IMPase inhibition, actives largely listed as inhibitors; 210,000 compounds, 0.35% hits; AID 1457;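 also: IP1 builds up when IMPase is blocked and the TR-FRET signal falls; potency is read from the fitted curve at half-maximal effect; plate controls were basal vehicle for no effect and high inhibitor control for full effect; nearly all actives have a fitted effect of over 50% in size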
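Concentration–response in CHO-M1 cells, lithium-potentiated; 30 min at 37C. IP1 detected by competitive TR-FRET after 10 min lysis at RT. Hill-fitted AC50.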
Epigenetic derep: derepresses silenced GFP reporter in murine cells; murine LDR cells, GFP reporter derepression, 30 h; Potency, µM (top dose mostly 53.9 µM), for the others: top-dose GFP activation, most hits filed as activators; 280,000 compounds, 0.2% hits; also: potency is read from the fitted curve at half-maximal effect; % of control where 0% means no effect; nearly all actives have a fitted effect of over 60% in size
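Readout is the number of GFP-expressing murine LDR cells, counted by cytometry following washing. Cells were treated with compound for 30 h at 37 C; the stably integrated CMV-GFP locus is normally silent.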
HttQ103 aggreg: reduces HttQ103-GFP aggregates in PC12 cells; Potency, µM (series often up to 46.1 µM), for the others: at the top dose activity change, negative = inhibition, most hits filed as inhibitors; 220,000 compounds, 1.1% hits; PC12 HttQ103-GFP aggregates, Acumen cytometry, 40 h; also: potency is read from the fitted curve at half-maximal effect; % is scaled to controls: 0 for no effect and ±100 for the full control effect; nearly all actives have a fitted effect of over 60% in size
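PC12/HTTQ103-GFP, ecdysone-inducible; teb 100 nM; cpd qHTS titration; GFP aggregates read on laser cytometer, Ex 488/Em 500-530 nm.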
CBFb RUNX1 block: blocks binding between human CBF-beta and RUNX1 | AID 1477 | 230,000 tested, under 10 active | Potency, µM (highest dose often 59.8 µM), inactives show at the highest dose activity, negative = inhibition, most hits filed as inhibitors | AlphaScreen CBFb-His/RUNX1-biotin binding, biochemical; also: % of control where 0% means no effect
Target sequence (Q01196 whole entry, looked up): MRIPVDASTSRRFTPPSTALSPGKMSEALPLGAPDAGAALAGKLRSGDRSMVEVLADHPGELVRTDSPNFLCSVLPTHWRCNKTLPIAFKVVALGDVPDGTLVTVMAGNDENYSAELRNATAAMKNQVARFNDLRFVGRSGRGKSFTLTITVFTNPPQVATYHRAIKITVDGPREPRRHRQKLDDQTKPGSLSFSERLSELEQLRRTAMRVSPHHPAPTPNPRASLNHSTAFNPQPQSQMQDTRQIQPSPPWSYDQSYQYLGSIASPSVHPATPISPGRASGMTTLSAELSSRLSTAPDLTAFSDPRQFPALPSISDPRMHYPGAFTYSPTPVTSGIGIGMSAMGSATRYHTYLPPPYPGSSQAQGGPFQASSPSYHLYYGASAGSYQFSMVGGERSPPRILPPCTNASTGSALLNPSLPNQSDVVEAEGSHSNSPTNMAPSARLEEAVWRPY
Target sequence (Q13951 whole entry, looked up): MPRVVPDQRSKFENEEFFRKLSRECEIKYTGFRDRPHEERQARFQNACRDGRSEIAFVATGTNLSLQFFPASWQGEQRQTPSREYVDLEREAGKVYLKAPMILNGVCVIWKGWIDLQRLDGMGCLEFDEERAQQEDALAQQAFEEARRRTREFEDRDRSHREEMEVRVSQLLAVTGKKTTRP
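AlphaScreen proximity signal reports loss of binding between His-tagged CBF-beta and biotin-labelled RUNX1, each at 30 nM. Proteins are pre-associated for 20 minutes, compounds added for 15 minutes, then beads for 90 minutes, all at ambient temperature.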
KinaseGlo FLuc: blocks Kinase-Glo luciferase, a counter-screen artifact; Q27757; Kinase-Glo luciferase, ATP luminescence, 8 min; Potency, µM (highest dose often 38.3 µM), without a hit: at the top dose activity change, negative = inhibition, hits mostly inhibitors; 200,000 compounds, 0.28% hits; AID 1379; also: potency is read from the fitted curve at half-maximal effect; % is scaled to controls: 0 for no effect and ±100 for the full control effect; nearly all actives have a fitted effect of over 60% in size
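Light output from Kinase-Glo luciferase with luciferin and 10 uM ATP in 50 mM imidazole pH 7.2, KCl, MgCl2, Tween 20, BSA; compound pin-delivered, 8-min ambient incubation, then luminescence read.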
L3MBTL1 inh: inhibitors of human L3MBTL1. Potency, µM (top dose mostly 57.1 µM), without a hit: top-dose activity, negative = inhibition, most hits filed as inhibitors. 230,000 compounds, 0.66% hits. AlphaScreen L3MBTL1–H3K9me1 peptide binding. AID 485360. Q9Y468; also: potency is read from the fitted curve at half-maximal effect; % is scaled to controls: 0 for no effect and ±100 for the full control effect; nearly all actives have a fitted effect of over 60% in size
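AlphaScreen proximity signal between nickel-chelate acceptor and streptavidin donor beads (final 10 ug/mL) reports binding of 50 nM L3MBTL1 to 75 nM biotin-H3 K9me1 peptide; complex incubated with compounds 30 min at room temperature; cefsulodin titration as control.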
Active calls of the source: *; [ ] = another dose, or the depositor's remark. Calls follow the shape of the dose curve; as a rule, active = well fitted curve in the direction sought with a large enough effect; inconclusive = small, poorly fitted or top-dose-only effect, or another doubt; inactive = no such curve, though single readings can be large; an effect the other way counts as inactive or inconclusive. Not all compounds are listed, so the mix of outcomes need not match the whole.

Preview, three compounds:
How did Cn1c(=O)c([N+](=O)[O-])c(NCc2ccc3c(c2)OCO3)c2ccccc21 do in these assays?
NPSR antag: 23%; Epigenetic derep: 0.1%; HttQ103 aggreg: -6%[9.22 µM]; CBFb RUNX1 block: -11%; L3MBTL1 inh: -4%

How did CCCCCC(O)CCC(=O)NNC1=CC(=O)CC(C)(C)C1 (stereo unspecified) do in these assays?
NPSR antag: -3%; IMPase Li inh: -4%; Epigenetic derep: -1.1%; HttQ103 aggreg: 19%; CBFb RUNX1 block: 15%; KinaseGlo FLuc: -1%; L3MBTL1 inh: -2%

How did COc1ccc(CCNS(=O)(=O)c2c(N)n(C)c(=O)n(C)c2=O)cc1OC do in these assays?
NPSR antag: 26%; IMPase Li inh: 0%; Epigenetic derep: -0.1%; HttQ103 aggreg: -2%; CBFb RUNX1 block: 7%; KinaseGlo FLuc: -1%

Main list (from the top)
How did Cn1c(=O)c([N+](=O)[O-])c(NCc2ccc3c(c2)OCO3)c2ccccc21 do in these assays?
NPSR antag: 23%; Epigenetic derep: 0.1%; HttQ103 aggreg: -6%[9.22 µM]; CBFb RUNX1 block: -11%; L3MBTL1 inh: -4%

How did CCCCCC(O)CCC(=O)NNC1=CC(=O)CC(C)(C)C1 (stereo unspecified) do in these assays?
NPSR antag: -3%; IMPase Li inh: -4%; Epigenetic derep: -1.1%; HttQ103 aggreg: 19%; CBFb RUNX1 block: 15%; KinaseGlo FLuc: -1%; L3MBTL1 inh: -2%

How did COc1ccc(CCNS(=O)(=O)c2c(N)n(C)c(=O)n(C)c2=O)cc1OC do in these assays?
NPSR antag: 26%; IMPase Li inh: 0%; Epigenetic derep: -0.1%; HttQ103 aggreg: -2%; CBFb RUNX1 block: 7%; KinaseGlo FLuc: -1%

What do the screens show for `CN1CCN(CCC(=O)N/N=C/c2ccccc2F)CC1`?
NPSR antag: 10%; Epigenetic derep: 0.5%; HttQ103 aggreg: -8%[9.22 µM]; CBFb RUNX1 block: 12%

What do the screens show for `O=C(CSc1ccc(Cl)cc1)Nc1cccc(-c2nnc(-c3ccco3)o2)c1`?
NPSR antag: -14%[46.1 µM]; IMPase Li inh: -3%; Epigenetic derep: 1.3%; HttQ103 aggreg: -1%; CBFb RUNX1 block: inconclusive; KinaseGlo FLuc: 4%; L3MBTL1 inh: 2%

What do the screens show for `O=C1CCN(S(=O)(=O)c2ccc(Cl)cc2)CCN1`?
NPSR antag: -33%; Epigenetic derep: -1.0%; HttQ103 aggreg: 8%[9.22 µM]; CBFb RUNX1 block: 6%; L3MBTL1 inh: 7%

Results for COc1ccc(-c2nc(C)ncc2N=Nc2ccccc2)cc1 ?
NPSR antag: inconclusive; IMPase Li inh: 17%[38.3 µM]; Epigenetic derep: -1.1%; HttQ103 aggreg: -23%; KinaseGlo FLuc: 0%; L3MBTL1 inh: inconclusive

How did O=C1NC(=O)C2(COC(c3cccnc3)OC2)S1 (stereo unspecified) do in these assays?
NPSR antag: 14%; IMPase Li inh: -1%; Epigenetic derep: -1.8%; HttQ103 aggreg: -8%; CBFb RUNX1 block: 16%; KinaseGlo FLuc: 1%; L3MBTL1 inh: 13%

How did CCSC1=N/C(=C\c2ccc(C)s2)C(=O)S1 do in these assays?
NPSR antag: -3%; IMPase Li inh: 18%; Epigenetic derep: -1.0%; HttQ103 aggreg: 5%; CBFb RUNX1 block: -7%; KinaseGlo FLuc: 3%; L3MBTL1 inh: -3%

Results for COc1ccc(NC(=O)CSc2nnc(-c3ccccc3)n2N)cc1 ?
NPSR antag: -7%[46.1 µM]; IMPase Li inh: -1%; Epigenetic derep: -0.8%; HttQ103 aggreg: 7%; CBFb RUNX1 block: -1%; KinaseGlo FLuc: 4%; L3MBTL1 inh: 9%

Results for CCCn1c(NCc2ccc(C)o2)nc2ccccc21 ?
NPSR antag: -2%[46.1 µM]; IMPase Li inh: -15%[38.3 µM]; Epigenetic derep: -0.2%; HttQ103 aggreg: 3%; CBFb RUNX1 block: 5%; KinaseGlo FLuc: -6%; L3MBTL1 inh: -6%

How did CCN(CC)S(=O)(=O)c1ccc(NC(=O)Cn2c(=O)oc3ccccc32)cc1 do in these assays?
NPSR antag: -5%[46.1 µM]; IMPase Li inh: -5%[38.3 µM]; Epigenetic derep: -0.8%; HttQ103 aggreg: 6%[9.22 µM]; CBFb RUNX1 block: 10%; KinaseGlo FLuc: 1%; L3MBTL1 inh: 8%

Results for Cc1ccc(S(=O)(=O)N2CCOCC2)cc1C(=O)NC1CCCCC1 ?
NPSR antag: 0%[46.1 µM]; IMPase Li inh: 0%[38.3 µM]; Epigenetic derep: 0.0%; HttQ103 aggreg: 15%; CBFb RUNX1 block: 6%; KinaseGlo FLuc: -3%; L3MBTL1 inh: 1%

What do the screens show for `CC(=O)N1CCN(C(=O)Cn2c(=O)oc3ccccc32)CC1`?
NPSR antag: -1%[46.1 µM]; IMPase Li inh: 3%[38.3 µM]; Epigenetic derep: 1.0%; HttQ103 aggreg: inconclusive; CBFb RUNX1 block: 2%; KinaseGlo FLuc: -5%; L3MBTL1 inh: -3%

Results for O=C(COC(=O)C1CC1)NCc1ccccc1Cl ?
NPSR antag: 0%[46.1 µM]; IMPase Li inh: -4%[38.3 µM]; Epigenetic derep: 1.5%; HttQ103 aggreg: 8%; CBFb RUNX1 block: 0%; KinaseGlo FLuc: -3%

How did S=c1[nH]nc2c3c4c(sc3ncn12)CCCC4 do in these assays?
NPSR antag: -2%[46.1 µM]; IMPase Li inh: 19%[38.3 µM]; Epigenetic derep: 14%; HttQ103 aggreg: -6%[9.22 µM]; CBFb RUNX1 block: -14%; KinaseGlo FLuc: 6%

What do the screens show for `Cc1cc(C)cc(NC(=O)c2cccn2-c2ncc(C(F)(F)F)cc2Cl)c1`?
NPSR antag: -2%[46.1 µM]; IMPase Li inh: -5%[38.3 µM]; Epigenetic derep: -1.3%; HttQ103 aggreg: -5%; CBFb RUNX1 block: -1%; KinaseGlo FLuc: 1%; L3MBTL1 inh: -2%

Results for CCN(CC)C(c1ccc(F)cc1)c1nnnn1CC1CCCO1 (stereo unspecified) ?
NPSR antag: -1%[46.1 µM]; IMPase Li inh: 36%[activator][38.3 µM]; Epigenetic derep: -0.2%; HttQ103 aggreg: -1%; CBFb RUNX1 block: -5%; KinaseGlo FLuc: -5%

Results for O=C(CSc1nnc(-c2cnccn2)n1Cc1ccco1)c1ccc2ccccc2c1 ?
NPSR antag: -22%[46.1 µM]; IMPase Li inh: 5%[38.3 µM]; Epigenetic derep: -2.0%; HttQ103 aggreg: 9%; CBFb RUNX1 block: -21%; KinaseGlo FLuc: 1%; L3MBTL1 inh: -23%

What do the screens show for `Cc1[nH]c2ccccc2c1/C=N/NC(=S)NCc1ccccc1`?
NPSR antag: -16%; IMPase Li inh: 6%; Epigenetic derep: 2.4%; HttQ103 aggreg: -7%; CBFb RUNX1 block: inconclusive; KinaseGlo FLuc: -1%; L3MBTL1 inh: -17%

What do the screens show for `N#CC(Sc1ccccn1)c1ccc(Cl)cc1Cl` (stereo unspecified)?
NPSR antag: -6%; IMPase Li inh: 10%; Epigenetic derep: 3.9%; HttQ103 aggreg: -6%; CBFb RUNX1 block: 15%; KinaseGlo FLuc: -3%

Results for CCCC(=O)OCC(=O)Nc1cc(Cl)ccc1[N+](=O)[O-] ?
NPSR antag: 5%; IMPase Li inh: 3%; Epigenetic derep: 3.2%; HttQ103 aggreg: -7%; CBFb RUNX1 block: -21%; KinaseGlo FLuc: 3%; L3MBTL1 inh: inconclusive

How did CC(=O)Oc1ccc(-c2csnn2)cc1 do in these assays?
NPSR antag: 4%[46.1 µM]; IMPase Li inh: -4%[38.3 µM]; Epigenetic derep: -1.8%; HttQ103 aggreg: -21%; CBFb RUNX1 block: 2%; KinaseGlo FLuc: -7%; L3MBTL1 inh: -9%

What do the screens show for `CCOc1ccc(C(=O)Nc2ccc(NC(=S)NC(=O)CC)cc2)cc1Cl`?
NPSR antag: -1%; IMPase Li inh: 2%; Epigenetic derep: -0.1%; HttQ103 aggreg: 5%; CBFb RUNX1 block: 6%; KinaseGlo FLuc: -2%; L3MBTL1 inh: 1%

What do the screens show for `COc1cc(/C=N/NC(=O)c2ccc(CN(C)S(=O)(=O)c3ccc(C)cc3)cc2)ccc1O`?
NPSR antag: -19%; IMPase Li inh: 12%; Epigenetic derep: -0.2%; HttQ103 aggreg: 9%; CBFb RUNX1 block: 7%; KinaseGlo FLuc: 5%; L3MBTL1 inh: -2%

What do the screens show for `CCOC(=O)C(=CNc1ncccc1C)C(=O)OCC`?
NPSR antag: -3%[46.1 µM]; IMPase Li inh: 0%[38.3 µM]; Epigenetic derep: 7.0%; HttQ103 aggreg: -7%; CBFb RUNX1 block: 7%; KinaseGlo FLuc: 1%; L3MBTL1 inh: 3%

How did C/C(=N\Nc1ccc([N+](=O)[O-])cc1)c1ccc(N)cc1 do in these assays?
NPSR antag: -27%; IMPase Li inh: 26%; Epigenetic derep: -1.1%; HttQ103 aggreg: 8%; CBFb RUNX1 block: -3%; KinaseGlo FLuc: -8%; L3MBTL1 inh: 44%[activator]

How did COc1ccc(C2NC(=S)N(c3ccccc3)C(C)=C2C(=O)Nc2ccccc2)cc1 (stereo unspecified) do in these assays?
NPSR antag: inconclusive; IMPase Li inh: -8%[38.3 µM]; Epigenetic derep: -3.0%; HttQ103 aggreg: 1%; CBFb RUNX1 block: 2%; KinaseGlo FLuc: 2%

How did COc1ccc(N(CC(=O)Nc2ccc(F)cc2)S(=O)(=O)c2ccccc2[N+](=O)[O-])c(OC)c1 do in these assays?
NPSR antag: -30%; IMPase Li inh: 16%; Epigenetic derep: 3.9%; HttQ103 aggreg: 3%[9.22 µM]; CBFb RUNX1 block: -4%; KinaseGlo FLuc: -2%; L3MBTL1 inh: -17%

What do the screens show for `Cc1cccc(C)c1NC(=O)COc1ccc2c(C)c(Cc3ccccc3)c(=O)oc2c1C`?
NPSR antag: -16%; IMPase Li inh: 3%; Epigenetic derep: 0.0%; HttQ103 aggreg: inconclusive; CBFb RUNX1 block: 5%; KinaseGlo FLuc: 2%; L3MBTL1 inh: 4%

Results for Cc1cnc(C(=O)OCC(=O)NC(=O)NC(C)C)cn1 ?
NPSR antag: -9%[46.1 µM]; IMPase Li inh: -11%[38.3 µM]; Epigenetic derep: -1.1%; HttQ103 aggreg: 2%; CBFb RUNX1 block: 0%; KinaseGlo FLuc: 11%; L3MBTL1 inh: -2%

Screens (PubChem)
